High-throughput results as filed in PubChem BioAssay.
DAX1 inh-1: inhibitors of human orphan nuclear receptor DAX1 (NR0B1); P51843; HEK293 Gal4-DAX1 luciferase reporter, luminescence; inhibition, % at 6.75 µM; 340,000 compounds, 0.99% hits; AID 504766;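 active = inhibition above the mean over all tested compounds plus 3 SD, cut at about 4.2% in these data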;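 also: 0% = DAX1-transfected cells with DMSO and 100% = empty-vector control cells with DMSO; inhibition shows as a rise in luminescence from relieved DAX1 repression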
Target sequence (P51843 207-470 limits assumed): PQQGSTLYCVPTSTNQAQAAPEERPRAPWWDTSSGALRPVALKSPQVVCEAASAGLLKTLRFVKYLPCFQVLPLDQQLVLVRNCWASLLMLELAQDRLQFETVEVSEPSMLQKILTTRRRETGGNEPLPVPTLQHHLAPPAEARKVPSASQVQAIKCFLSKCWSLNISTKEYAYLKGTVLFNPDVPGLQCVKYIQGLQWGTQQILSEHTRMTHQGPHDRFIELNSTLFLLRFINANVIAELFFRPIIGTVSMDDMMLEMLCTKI
PLCg1 inh: blocks human PLC-gamma1 enzyme activity. P19174. purified PLC-gamma1, fluorogenic substrate, fluorescence. inhibition, % at 12.2 µM. 370,000 compounds, 0.84% hits. AID 720700; in the data active = inhibition above about 9.5%
hgDAF12 agonist: activates the H. glycines DAF-12 receptor ligand-binding domain; HEK293 GAL4-hgDAF12 UAS-luciferase reporter, agonist luminescence; normalized to butyrate control; activation, % at 6.8 µM; 370,000 compounds, 1.8% hits;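 active = activation above a cutoff set at the mean of all screened compounds plus 3 SD, cut at about 10% in these data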;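 also: 0% = DMSO wells and 100% = sodium butyrate wells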
SMARCA2 activ: SMARCA2 function activation, primary screen; activation, % at 9.1 µM; MG213 cells, MMTV-luciferase reporter, dexamethasone, overnight; 370,000 compounds, 1% hits; AID 652017; in the data active = activation above about 7.8%;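 also: 0% = vehicle wells and 100% = reference activator wells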
MBD2 DNA inh: blocks human MBD2 binding to methylated DNA | TR-FRET, MBD2 binding to methylated oligonucleotide | 370,000 compounds, 0.31% hits | AID 686964 | inhibition, % at 4.4 µM | Q9UBB5; in the data active = inhibition above about 13%
NR1D1 modulator: modulators of human Rev-erb alpha DNA binding | activity, % at 10 µM | P20393 | 370,000 compounds, 0.79% hits | Rev-erbα–FITC-DNA binding, fluorescence polarization, 90 min | AID 1259318;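 active = activity above about 14%, limit read from the data; passing the limit was not always enough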;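 also: 0% = DMSO wells with 35 nM protein and 100% = DMSO wells with 750 nM protein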
hcDAF-12 act: H. contortus DAF-12 activation, primary screen. HEK293 hcDAF-12 lit1-tk-luc reporter, luminescence; 0% DMSO, 100% Δ7-dafachronic acid. activation, % at 6.8 µM. 370,000 compounds, 1.4% hits. AID 652067;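 active = activation above the mean of all tested compounds plus 3 SD, cut at about 5.5% in these data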;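 also: 100% = response to 3 µM Δ7-dafachronic acid high control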
PLC-beta3 inh: inhibitors of human phospholipase C beta3; 370,000 compounds, 0.18% hits; Purified PLC-beta3, fluorogenic substrate, fluorescence; inhibition, % at 12.2 µM; in the data active = inhibition above about 11%;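 also: 0% = median of compound wells on plate and 100% = full blocker control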
ADAM17 inh: inhibits human ADAM17. P78536. recombinant ADAM17, EDANS/DABCYL FRET peptide cleavage. inhibition, % at 6.95 µM. 370,000 compounds, 0.83% hits;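 active = inhibition above the mean of compounds lying between control limits plus 3 SD, set per campaign, cut at about 8.5% in these data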;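 also: 0% = DMSO-only wells as the low control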
Target sequence (P78536 215-824 limits assumed): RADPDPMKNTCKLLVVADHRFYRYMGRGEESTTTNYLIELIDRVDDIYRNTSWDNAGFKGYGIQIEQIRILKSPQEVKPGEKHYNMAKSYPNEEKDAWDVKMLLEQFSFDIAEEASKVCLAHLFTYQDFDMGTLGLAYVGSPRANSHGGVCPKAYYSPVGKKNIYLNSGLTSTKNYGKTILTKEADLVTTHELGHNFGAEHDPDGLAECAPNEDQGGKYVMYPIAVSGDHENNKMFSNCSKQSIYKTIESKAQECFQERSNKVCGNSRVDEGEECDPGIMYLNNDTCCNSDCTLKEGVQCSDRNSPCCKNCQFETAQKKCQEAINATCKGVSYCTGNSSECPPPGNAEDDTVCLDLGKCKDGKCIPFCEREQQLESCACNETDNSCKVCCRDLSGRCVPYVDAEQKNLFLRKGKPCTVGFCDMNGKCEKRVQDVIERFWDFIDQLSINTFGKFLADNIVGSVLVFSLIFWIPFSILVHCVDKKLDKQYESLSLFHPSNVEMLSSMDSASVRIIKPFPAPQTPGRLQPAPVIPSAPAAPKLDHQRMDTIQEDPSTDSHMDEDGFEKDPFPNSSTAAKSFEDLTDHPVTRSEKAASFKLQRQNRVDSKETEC
ssDAF-12 act: activators of S. stercoralis DAF-12 nuclear receptor; 370,000 compounds, 1% hits; AID 652126; activation, % at 6.8 µM; HEK293 ssDAF-12/GRIP1 lit1-tk-luc reporter, luminescence; % of 3 µM dafachronic acid response;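 active = activation above the mean over all tested compounds plus 3 SD, cut at about 0.9% in these data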;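 also: 0% = DMSO-only wells and 100% = 3 µM delta7-dafachronic acid wells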
DAX1 inh-2: DAX1 (NR0B1) inhibition, primary screen | AID 652010 | 370,000 compounds, 1.1% hits | inhibition, % at 6.8 µM | HEK293T StAR-luciferase reporter, SF-1/DAX-1 repression relief;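 active = inhibition above the mean over all tested compounds plus 3 SD, cut at about 3.6% in these data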;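 also: 0% = DAX-1 cells with DMSO and 100% = cells lacking DAX-1 with DMSO; higher inhibition means more luminescence from relief of DAX-1 repression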
Numbers without * were called inactive; / = no result given.

molecule	DAX1 inh-1	PLCg1 inh	hgDAF12 agonist	SMARCA2 activ	MBD2 DNA inh	NR1D1 modulator	hcDAF-12 act	PLC-beta3 inh	ADAM17 inh	ssDAF-12 act	DAX1 inh-2
CC(=O)Nc1ccccc1C	1.2	2	-2.0	0	3	-2	1.0	3	-3	-0.8	0.2
CCCc1nc2ccc(NC(=O)c3cccs3)cc2c(=O)n1Cc1ccccc1Cl	-1.0	-3	-0.1	2	-1	1	-2.0	0	2	-0.9	0.1
COC(=O)c1ccc2nc(-c3ccc(C)cc3)c(Cc3ccc(C)cc3)n2c1	/	-18	1.0	2	-1	2	1.9	-26	-9	-1.7	-0.9
O=C(CSc1nnc(NC(=O)c2ccco2)s1)Nc1ccc(F)cc1F	0.8	1	3.5	-2	-3	-4	1.3	-1	1	-1.2	0.3
CC(c1ccccc1)C1CC(=O)N(c2ccc([N+](=O)[O-])cc2)C1=O (stereo unspecified)	0.8	5	-2.7	-1	-2	-3	-2.0	-4	-2	0.2	-0.3
COc1cccc(CN2CCN(Cc3nc(C(C)C)cs3)CC2CCO)c1 (stereo unspecified)	-2.3	-1	-2.9	0	-5	1	0.7	4	-3	-1.6	-0.2
Cc1cc(=O)n2nc(N3CCCC(C(=O)NCCc4ccccc4)C3)sc2n1 (stereo unspecified)	-0.9	0	-0.8	0	0	-3	-2.6	-1	-6	-1.2	0.0
COc1ccccc1C(CNC(=O)c1cccc(NS(=O)(=O)c2ccc(C)c(F)c2)c1)N1CCCC1 (stereo unspecified)	-0.9	-4	-1.6	-2	-2	-1	-0.8	-7	5	-0.7	1.7
CSc1cnn(CCC#N)c(=O)n1	/	12*	7.0	-7	-2	4	6.0*	4	0	1.2*	0.3
CCOC(=O)/C(C#N)=C/c1c(N2CCN(c3ccccc3)CC2)nc2c(C)cccn2c1=O	-0.3	-6	1.9	-3	-3	1	0.3	-8	-2	0.3	0.2
Cc1cc(C)cc(C(=O)Nc2c3c(nn2C(C)(C)C)CS(=O)(=O)C3)c1	-0.1	-1	-0.8	3	-1	4	-1.2	1	-1	-1.5	1.3
O=C(COC(=O)CNC(=O)c1ccc(-c2ccccc2)cc1)NCc1ccco1	-0.2	2	4.3	-1	3	-1	-0.6	-8	-3	-1.0	-0.2
CC(C)c1cccc(OCCCCN(C)C)c1	0.3	5	-0.2	-4	3	7	0.1	1	-2	-1.3	-0.1
Cc1ccc2oc(=O)c3cnn(CC(=O)N4CCCCC4C)c3c2c1 (stereo unspecified)	-0.4	0	1.1	-2	5	-7	0.7	-1	2	-0.2	1.2
CCOC(=O)C1CCCN(C(=O)c2cc(Nc3ccc(OC)c(OC)c3)nc3ccccc23)C1 (stereo unspecified)	-1.5	-6	4.0	3	-4	-1	-2.0	-8	-5	-1.3	-0.5
CCOC(=O)N1CCN(C(=O)CSc2nc3c(cnn3-c3ccc(C)cc3)c(=O)[nH]2)CC1	0.5	-2	-0.9	1	-5	9	-0.8	3	0	-1.1	1.3
O=C(CCC(=O)N1CCCC1)Nc1nnc(C(F)(F)F)s1	0.1	-4	1.4	-1	9	-1	-0.1	1	-8	-1.6	0.1
CC1(Cc2cc(Cl)ccc2C(F)(F)F)C(=O)Nc2cc(C(F)(F)F)ccc21 (stereo unspecified)	/	-1	0.9	-4	9	0	-0.8	-1	8	-1.1	-1.1
O=c1c2ccccc2nnn1Cc1ccccn1	2.1	1	1.6	2	-3	-1	2.6	1	-2	-1.1	-0.4
COc1ccc(N(C(=O)c2snc(C(N)=O)c2N)C(C(=O)NC2CCCC2)c2ccco2)cc1OC (stereo unspecified)	-0.7	-3	-0.7	1	2	5	-1.9	-12	-2	-0.7	0.0
CCN(CCCCCCN)c1ccc2c(=O)[nH][nH]c(=O)c2c1	1.6	-85	1.6	-1	-6	-29	-0.5	-86	-13	-0.7	0.1
O=C(NCCNc1ccc([N+](=O)[O-])cc1)c1ccccc1F	-0.6	3	0.6	-4	-8	3	-0.8	-1	-3	-1.7	0.2
CCOc1ccc(CCNC(=O)CCNC(=O)c2ccc(Br)cc2)cc1OCC	0.1	2	-1.5	-2	6	-1	-1.7	-5	-4	-1.3	0.1
COc1cccc(CN(C)CC(=O)NCc2ccc(F)cc2)c1OC	-0.7	-1	-1.5	-3	-2	6	-0.6	-5	-2	-1.1	0.0
CCCCn1c(CN2CCN(C(=O)c3ccco3)CC2)nc2c1c(=O)n(C)c(=O)n2C	1.3	-3	-2.9	-3	1	4	0.2	-4	-5	-1.1	-0.3
O=S(=O)(Nc1ccc(N2CCCCC2)cc1)c1ccc(F)cc1	/	-4	-1.2	0	1	6	-0.3	-5	-2	-1.3	-0.4
Cc1c(CCC(=O)NCCC(=O)O)c(=O)oc2cc3occ(-c4ccccc4)c3cc12	-0.2	-109	-2.3	-3	5	-8	-1.9	-163	-34	-0.4	-0.2
CC(C)C[C@H](NC(=O)c1nc[nH]c1C(=O)N[C@@H](CC(C)C)C(=O)OC(C)(C)C)C(=O)OCc1ccccc1	/	1	-1.4	0	2	5	-0.5	3	2	-1.4	0.4
COC(=O)c1cccc(S(=O)(=O)N2CCC(n3nnc4cc(F)ccc43)CC2)c1	2.2	-2	-0.6	2	1	3	-1.3	0	-1	-1.1	-0.9
COc1cccc(NC(=O)c2cccnc2)c1	0.0	6	0.9	4	2	0	-1.6	2	-1	-1.1	0.7
CCn1c(SCc2nc3ccccc3c(=O)[nH]2)nnc1C(C)NC(=O)c1ccccc1F (stereo unspecified)	0.8	2	-2.2	-4	4	-2	0.2	3	-3	-0.9	0.6
CC(C)CNc1nc(S(=O)(=O)c2ccccc2)c(Cl)s1	-1.2	2	-2.5	-2	-2	2	-0.9	-4	4	-1.6	-0.2
O=c1c2[nH]c3ccc(F)cc3c2ncn1CCCn1ccnc1	1.4	-2	1.7	3	4	3	-0.3	-5	-23	-0.7	-0.9
CC(=O)c1ccc(NC(=O)C[n+]2cccc(C)c2)cc1	1.9	3	-0.9	-1	-3	-1	0.4	-5	-1	-0.9	1.2
COc1ccc(Nc2ncnc3c2cnn3Cc2ccc(C)cc2)cc1	-2.0	-12	-1.8	-4	0	-3	-2.0	-19	-1	-1.2	-1.8
Cc1occc1C(=O)O/N=C(\N)c1ccc(Cl)cc1	1.9	-1	5.3	4	1	-5	3.4	-7	-3	0.5	0.3
COc1ccc(S(=O)(=O)N(Cc2ccccc2)c2ccccc2C(=O)N2CCOCC2)cc1	-0.3	0	3.1	3	6	0	-0.5	-6	1	-1.1	-0.3
O=C(NC(Cc1ccc(F)cc1)C(=O)O)c1ccccc1 (stereo unspecified)	0.6	4	0.7	-3	-3	1	-1.4	1	-1	-0.8	-0.4
Cc1cc(C)cc(C(=O)N2CC(C)SC2=Nc2cccc(S(=O)(=O)N(C)C)c2)c1 (stereo unspecified)	-0.5	-1	-0.4	1	-5	4	-2.6	-2	2	-1.7	0.3
CCc1ccc(CC)c(S(=O)(=O)Nc2ccc(O)c(C(=O)O)c2)c1	1.4	-4	1.7	4	-2	2	-0.2	-2	-3	-0.6	-0.6
O=C1S/C(=C\C=C\c2ccco2)C(=O)N1c1ccc(O)cc1	-0.3	-2	1.3	-1	4	-26	-1.7	-18	-1	-1.0	-0.2
Cc1cc(Cl)ccc1OCC(=O)N/N=C1\CCCc2ccccc21	0.1	2	1.5	0	6	6	-0.1	2	-2	-0.9	-0.1
CCOC(=O)CC(=O)CSc1nc2c(cc1C#N)CCCCC2	0.8	-111	11*	6	3	0	5.5	-136	-29	0.8	3.1
CCOC(=O)N1CCC(C(=O)NNC(=O)c2ccc(Cl)cc2Cl)CC1	-0.1	-1	-1.8	-4	5	-2	0.3	-10	-4	-1.3	0.0
COc1ccc(F)cc1-c1cc(C(=O)N2CCc3ccccc3C2)[nH]n1	/	11*	-1.7	-5	-2	0	-0.3	11*	5	-1.2	0.1
CC(C)(C)c1ccccc1OCC(O)CN1CCN(c2ccccn2)CC1 (stereo unspecified)	2.8	12*	-1.6	-3	-8	-1	0.4	-4	4	-1.3	0.1
COc1cc(NC(=O)C2CC(=O)N(CCc3ccccc3)C2)cc(OC)c1 (stereo unspecified)	-0.8	1	-0.7	1	0	-5	-1.4	-8	-4	-1.1	1.1
COc1ccc(NC(=O)Cc2ccccc2F)cn1	0.9	6	1.3	4	0	1	0.9	-2	2	-1.1	0.3
COc1cc(C=NCC2OCCc3ccccc32)cc(OC)c1 (stereo unspecified)	-0.8	1	1.8	-2	2	4	1.1	-2	-4	-1.2	-0.4
COc1nnc(-c2ccc(N3CCOCC3)c(NC(=O)c3ccco3)c2)c2ccccc12	0.1	-2	-1.0	-1	4	1	-2.0	-2	-1	-0.9	-0.3

More entries:
molecule,DAX1 inh-1,PLCg1 inh,hgDAF12 agonist,SMARCA2 activ,MBD2 DNA inh,NR1D1 modulator,hcDAF-12 act,PLC-beta3 inh,ADAM17 inh,ssDAF-12 act,DAX1 inh-2
Cc1ccc(NC(=O)[C@@H]2CCCN2S(=O)(=O)c2ccccc2F)cc1,-1.0,4,3.7,4,1,-3,-1.8,-3,0,-1.1,0.2
CCc1cnccc1CCC(=O)Nc1ccccc1C,0.6,1,0.7,-1,2,-6,0.0,-7,-3,-0.3,0.0
COc1ccc(-c2c(NC(=O)C(C)C)n(C)c3ccccc3c2=O)cc1,0.6,-251,-0.2,-2,1,-3,-1.4,-364,-143,-1.4,0.1
Cc1cnccc1CN(C)C(=O)CC1C(=O)NCCN1CC1CCCCC1 (stereo unspecified),1.3,-4,3.7,2,5,-11,-0.6,-3,-3,-1.3,-0.3

Filtered by structure: those above containing a COOH group.
molecule,DAX1 inh-1,PLCg1 inh,hgDAF12 agonist,SMARCA2 activ,MBD2 DNA inh,NR1D1 modulator,hcDAF-12 act,PLC-beta3 inh,ADAM17 inh,ssDAF-12 act,DAX1 inh-2
Cc1c(CCC(=O)NCCC(=O)O)c(=O)oc2cc3occ(-c4ccccc4)c3cc12,-0.2,-109,-2.3,-3,5,-8,-1.9,-163,-34,-0.4,-0.2
O=C(NC(Cc1ccc(F)cc1)C(=O)O)c1ccccc1 (stereo unspecified),0.6,4,0.7,-3,-3,1,-1.4,1,-1,-0.8,-0.4
CCc1ccc(CC)c(S(=O)(=O)Nc2ccc(O)c(C(=O)O)c2)c1,1.4,-4,1.7,4,-2,2,-0.2,-2,-3,-0.6,-0.6
